# High-throughput results deposited in PubChem BioAssay by National Center for Advancing Translational Sciences (NCATS).
# KB-V1 MDR tox: kills drug-selected multidrug resistant KB-V1 cells; AID 1347076; Potency, µM (series often up to 46.1 µM), inactives show at the top dose activity change, negative = cytotoxicity, actives largely listed as cytotoxic; KB-V1 MDR cells viability, CellTiter-Glo, 72 h; 3.4% of 400,000 active; further: potency means the concentration at half of the fitted maximal effect; on the % scale 0 is the no-effect control and ±100 the full control effect; nearly all actives have a fitted effect of over 60% in size
#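 Potencies derive from concentration-effect curves fitted to normalized luminescence (CellTiter-Glo) of KB-V1 cells treated for 72 h at 37 degrees C in phenol-red-free DMEM containing 10% FBS.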
# SW480 rereplic: inducers of DNA re-replication in SW480 colon cancer cells; Potency, µM (highest dose often 46.1 µM), for inactives: at the highest dose re-replication activation, actives largely listed as activators; SW480 DNA re-replication, Hoechst DNA content imaging, 48 h; 1.8% of 340,000 active; further: potency means the concentration at half of the fitted maximal effect; % of control where 0% means no effect; nearly all actives have a fitted effect of over 55% in size
#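 Quantitative HTS format with DMSO vehicle controls; 48 hr drug incubation at 37 C, then 40 min Hoechst staining and scanning imager measurement at 405 nm excitation.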
# HT1080NT lethal: kills 2HG-producing HT-1080-NT fibrosarcoma cells; HT-1080-NT fibrosarcoma viability, CellTiter-Glo ATP luminescence, 48 h; Potency, µM (titrated, usually from 46.1 µM), for the others: at the highest dose activity, negative = less viability, most hits filed as cytotoxic; 1.6% of 360,000 active;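 further: NT is the 2HG producing partner of a matched IDH1 knockdown line; potency means the concentration at half of the fitted maximal effect; 0% = DMSO-treated cells and -100% = media-only wells without cells; nearly all actives have a fitted effect of over 55% in size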
#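 A 48-hour cytotoxicity screen used HT-1080-NT cells plated 2 hours before compound delivery. ATP-based CellTiter-Glo luminescence measured viability, normalized to DMSO and no-cell controls.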
# IL1B secr inh: inhibitors of inflammasome signaling (IL-1 beta secretion) | activity change, % at 57.5 µM | 4.7% of 360,000 active | THP-1 LPS/ATP IL-1B secretion, AlphaLISA, 16 h; stronger effect = lower value | AID 743279; in the data active means activity change below about -50%; inconclusive means mostly about -30% to -49%; further: on the % scale 0 is the no-effect control and ±100 the full control effect
#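 Secreted IL-1B measured by AlphaLISA bead assay after 16 h compound exposure of THP-1 cells; compounds (final up to 57.5 uM) added 1 h before LPS (250 ng/mL) and ATP (1.25 mM) stimulation; lower signal means less secretion.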
# D3 antag: D3 dopamine receptor (human) antagonism; P35462; D3R cells, DiscoveRx beta-arrestin luminescence, antagonist mode; stronger effect = lower value; max response, negative = inhibition, %; 2.5% of 360,000 active; AID 652054; in the data active means max response below about -50%; inconclusive means no clear call, values can overlap the other calls; further: on the % scale 0 is the no-effect control and ±100 the full control effect; mostly tested at two doses, the higher about 12 µM
# Target sequence (P35462 whole entry, looked up): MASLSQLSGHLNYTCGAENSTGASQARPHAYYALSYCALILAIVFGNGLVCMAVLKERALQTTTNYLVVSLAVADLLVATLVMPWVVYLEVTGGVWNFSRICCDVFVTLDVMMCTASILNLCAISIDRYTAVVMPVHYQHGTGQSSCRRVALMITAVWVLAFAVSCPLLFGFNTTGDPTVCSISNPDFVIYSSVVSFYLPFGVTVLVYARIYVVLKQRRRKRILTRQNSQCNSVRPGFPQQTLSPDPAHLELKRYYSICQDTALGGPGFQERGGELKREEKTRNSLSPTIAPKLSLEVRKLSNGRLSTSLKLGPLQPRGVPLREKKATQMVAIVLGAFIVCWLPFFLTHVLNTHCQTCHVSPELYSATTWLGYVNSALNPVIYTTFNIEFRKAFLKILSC
#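 Cells plated overnight at 1500 cells/well, then exposed to library compounds with dopamine controls for 90 minutes at 37 degrees C. DiscoveRx reagent added for 30–60 minutes at room temperature; luminescence read, quantitative HTS format.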
# D3 ag: D3 dopamine receptor (human) agonism; P35462; D3R DiscoveRx beta-arrestin cells, luminescence, 90 min; max activation, %; 0.58% of 410,000 active; in the data active means max activation above about 30%; further: 0% is about no effect; mostly tested at two doses, the higher about 12 µM
#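 Agonist-mode cell screen: cells plated at 1500/well and incubated overnight at 37 °C, then exposed to library compounds for 90 min at 37 °C. Detection reagent was added for 30–60 min at room temperature, and luminescence was read.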
# GLP-1R agonist: GLP-1 receptor (human) agonism | Potency, µM (series often up to 45.6 µM), for inactives: top-dose activation, hits mostly activators | HEK293 GLP-1R CRE-luciferase, luminescence, 4-6 h; cells express a hypersensitive GLP-1R form | 0.007% of 380,000 active; further: potency means the concentration at half of the fitted maximal effect; % of control where 0% means no effect
# Target sequence (P43220 whole entry, looked up): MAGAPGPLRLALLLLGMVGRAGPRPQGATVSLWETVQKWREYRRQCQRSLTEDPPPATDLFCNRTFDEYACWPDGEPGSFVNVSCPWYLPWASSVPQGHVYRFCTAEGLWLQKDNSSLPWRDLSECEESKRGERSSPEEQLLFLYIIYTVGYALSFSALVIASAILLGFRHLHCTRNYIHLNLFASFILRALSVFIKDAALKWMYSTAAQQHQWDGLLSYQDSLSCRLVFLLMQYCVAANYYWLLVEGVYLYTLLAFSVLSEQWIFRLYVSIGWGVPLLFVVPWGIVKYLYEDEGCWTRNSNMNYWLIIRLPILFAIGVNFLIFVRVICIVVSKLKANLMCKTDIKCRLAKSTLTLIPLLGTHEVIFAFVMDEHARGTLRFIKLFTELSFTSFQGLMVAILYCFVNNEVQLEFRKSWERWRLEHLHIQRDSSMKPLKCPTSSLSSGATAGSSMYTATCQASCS
# KB-3-1 tox: kills parental KB-3-1 adenocarcinoma cells; KB-3-1 viability, CellTiter-Glo ATP luminescence, 72 h; Potency, µM (top dose mostly 46.1 µM), inactives show at the highest dose activity change, negative = cytotoxic, hits mostly cytotoxic; 1.4% of 400,000 active; AID 1347075; further: potency means the concentration at half of the fitted maximal effect; on the % scale 0 is the no-effect control and ±100 the full control effect; nearly all actives have a fitted effect of over 60% in size
#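 KB-3-1 cells, DMEM (no phenol red) + 10% FBS; compound by pin transfer, 72 h, 37 °C. Readout: CellTiter-Glo luminescence after 10 min. Data normalized, curve-fitted.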
# HT1080 IDH1KD tx: HT-1080 IDH1 knockdown cell toxicity (counter line); HT-1080 IDH1 knockdown viability, ATP luminescence, 48 h; Potency, µM (doses to about 46.1 µM), for inactives: at the top dose activity, negative = toxicity, hits mostly cytotoxic; 2% of 360,000 active; AID 686971;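 further: potency means the concentration at half of the fitted maximal effect; 0% = DMSO wells and -100% = cell-free medium wells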
#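 % activity derives from luminescence (CellTiter-Glo), normalised to DMSO and no-cell wells. HT-1080-IDH1KD cells, 750/well, had 48 h compound exposure at 37 °C.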
# Numbers without * were called inactive; ? = inconclusive; / = not tested or not shown; & = joins results of further samples; [ ] = dose if it differs, or a comment. Unless noted, the call rests on the fitted dose curve; in most records, active means well fitted curve in the direction sought with a large enough effect; inconclusive means small, poorly fitted or top-dose-only effect, or another doubt; inactive means no such curve, though single readings can be large; an effect the other way counts as inactive or inconclusive.
SMILES,KB-V1 MDR tox,SW480 rereplic,HT1080NT lethal,IL1B secr inh,D3 antag,D3 ag,GLP-1R agonist,KB-3-1 tox,HT1080 IDH1KD tx
CC1(C)CC(=O)CC2(C1)NCC(c1ccccc1Cl)c1c2[nH]c2ccccc12 (stereo not drawn),?,4%,-24%,?,-10,-5,5%,-1%,?
Cc1noc(C)c1S(=O)(=O)Nc1ccc(C(=O)NCc2ccccc2)cc1,-12%,1%,9%,-3,11,2,-3%,0%,19%
CCC[N+]1(CC#CCC(c2ccccc2)c2ccccc2)CCCCC1,20%,23%,-27%,-85*,5,-9,1%,2.6µM*,?
Cc1cccc(C)c1-n1nnnc1C(c1ccnc2ccccc12)N1CCN(C/C=C/c2ccccc2)CC1 (stereo not drawn),?,/,?,-17,-116*,-14,1%,?,?
CC1=C(C(=O)OCc2ccc3c(c2)OCO3)C(c2cccc([N+](=O)[O-])c2)NC(=O)N1 (stereo not drawn),21%,4%,-22%,-10,7,1,-1%,7%,-2%
COc1ccccc1CNC(=O)C1CCN(S(=O)(=O)c2ccc3c(c2)CC(C)N3C(C)=O)CC1 (stereo not drawn),-4%,-3%,15%,29,-2,0,4%,-7%,4%
COc1ccc(-c2ncccc2O)cc1,4%,2%,14%,-3,4,5,0%,8%,11%
CC1(c2ccc3ccccc3c2)CCC(=O)O1 (stereo not drawn),-2%,1%,9%,-9,17,0,5%,3%,21%
O=C(Nc1cccc2c1CCCC2)c1cc(C2CCCCN2S(=O)(=O)c2cccs2)on1 (stereo not drawn),-1%,/,-1%,20,6,0,2%,0%,0%
O=C(Cc1nc(=O)c2ccccc2s1)Nc1ccccc1,-2%,?,?,12,6,-3,4%,-5%,-27%
COc1ccc(CNC(=O)C2CCCN(S(=O)(=O)c3ccccc3)C2)cc1 (stereo not drawn),2%,-4%,1%,28,8,1,1%,-7%,1%
Fc1ccc(-c2csc3ncnc(N4CCN(Cc5ccccc5)CC4)c23)cc1,/,-1%,7%,9,-18,-6,2%,/,6%
COc1ccc(N2CCN(C(CNS(=O)(=O)c3ccc4c(c3)OCCO4)c3ccco3)CC2)cc1 (stereo not drawn),?,-1%,-9%,-6,0,5,-6%,-27%,-14%
COc1ccc(/C=C/C(=O)O)cc1S(=O)(=O)NCc1ccco1,0%,-10%,13%,15,1,-7,-1%,-2%,5%
CCOC(=O)c1c(C)[nH]c(C)c1S(=O)(=O)NC(CC)CN1CCOCC1 (stereo not drawn),7%,?,13%,-29,8,4,-2%,-7%,14%

# Reprinted at random: 3 entries already listed, in no set order.
SMILES,KB-V1 MDR tox,SW480 rereplic,HT1080NT lethal,IL1B secr inh,D3 antag,D3 ag,GLP-1R agonist,KB-3-1 tox,HT1080 IDH1KD tx
COc1ccc(N2CCN(C(CNS(=O)(=O)c3ccc4c(c3)OCCO4)c3ccco3)CC2)cc1 (stereo not drawn),?,-1%,-9%,-6,0,5,-6%,-27%,-14%
COc1ccccc1CNC(=O)C1CCN(S(=O)(=O)c2ccc3c(c2)CC(C)N3C(C)=O)CC1 (stereo not drawn),-4%,-3%,15%,29,-2,0,4%,-7%,4%
O=C(Nc1cccc2c1CCCC2)c1cc(C2CCCCN2S(=O)(=O)c2cccs2)on1 (stereo not drawn),-1%,/,-1%,20,6,0,2%,0%,0%

# Continued:
SMILES,KB-V1 MDR tox,SW480 rereplic,HT1080NT lethal,IL1B secr inh,D3 antag,D3 ag,GLP-1R agonist,KB-3-1 tox,HT1080 IDH1KD tx
COc1ccccc1C(=O)C1CCCN(C(=O)c2ccc(C(C)=O)s2)C1 (stereo not drawn),-30%,8%,4%,-9,-19,4,9%,5%,6%
Clc1ccccc1Cc1noc(CN2CCSCC2)n1,-2%,-1%,18%,0,0,0,7%,5%,12%
CCOC(=O)c1ccc(N2C(=O)c3n[nH]c(C)c3C2c2ccc(O)c(OC)c2)cc1 (stereo not drawn),?,/,/,/,/,-16,9%,1%,/
Cc1ccccc1NC(=O)Cc1nc(COC(=O)Cc2ccccc2F)cs1,?,-24%,-2%,-5,0,-10,5%,24%,-3%
CCS(=O)(=O)N1CCC2(CC1)OCCN2S(=O)(=O)c1ccc(C)cc1,13%,4%,4%,18,4,7,-9%,8%,0%
Cc1csc(NC(=O)CSc2nc(C)nc3c2c(=O)n(C)c(=O)n3C)n1,0%,-8%,-21%,24,9,5,-1%,?,2%
COC(=O)C(NC(=O)CCc1nnc2ccc(N3CCCCC3)nn12)C(C)C (stereo not drawn),?,-5%,18%,-6,-11,-1,10%,1%,5%
COc1ccc(CN2CCCC(C(=O)c3ccc(Cl)cc3)C2)cc1Cn1cncn1 (stereo not drawn),?,-5%,-8%,-4,-22,-1,26%,4%,-1%
Cc1cc(OC(C)C(=O)NCc2ccncc2)c2c(C)c(C)c(=O)oc2c1 (stereo not drawn),-13%,-10%,8%,?,17,-6,7%,-1%,6%
NS(=O)(=O)c1cc(C(=O)OCC(=O)Nc2ccc3[nH]c(=O)[nH]c3c2)ccc1Cl,8%,-8%,7%,9,-11,5,-3%,-1%,6%
O=C(NCc1ccncc1)C1CCCN(S(=O)(=O)c2ccc(Br)cc2)C1 (stereo not drawn),?,-5%,-7%,13,5,-3,-20%,22%,-10%
O=C(CCCc1cccs1)Nc1nccs1,19%,-4%,2%,-6,-9,-9,6%,12%,-4%
O=C(Nc1cccc(C(=O)N2CCCCC2)c1)C1CCCCC1,0%,0%,13%,14,-2,12,3%,0%,9%
Cc1cccc(OCC(=O)N/N=C/c2cc([N+](=O)[O-])ccc2N2CCOCC2)c1,-5%,2%,-11%,10,3,-16,3%,-12%,-18%
O=C(C[n+]1ccc(-c2nnc3n2CCC3)cc1)c1ccc(Cl)cc1,17%,-5%,-3%,-2,9,-4,2%,13%,1%
COc1ccc2c(c1OC)C(=O)OC2Nc1nc2ccccc2s1 (stereo not drawn),?,-5%,0%,7,9,10,-2%,11%,-11%
COc1ccc(S(=O)(=O)N2CCN(c3ccc4nnc(-c5ccccc5)n4n3)CC2)cc1,?,0%,-16%,0,8,11,2%,?,-27%
COc1ccc2nc3ccccc3nc2c1NC(=O)c1ccc(Cl)cc1Cl,?,-9%,12%,-8,3,-2,0%,-14%,-14%
CC(=O)c1cccc(N=C2NC(=O)CS2)c1,6.5µM*,-5%,8%,-2,6,0,3%,-24%,9%
Cc1ccccc1-n1c(SCC(=O)c2c(N)n(C)c(=O)n(C)c2=O)nc2sc3c(c2c1=O)CCCC3,23µM*,-11%,-3%,10,3,1,5%,?,-22%
CC(C)Cn1c(SCC(=O)N2CCCCC2)nc2ccccc2c1=O,-24%,0%,-17%,-1,4,2,4%,6%,-9%
C=CCNC(=O)COc1cc(C)ccc1C,-17%,-4%,1%,-4,-19,-2,1%,-1%,-3%
CS(=O)(=O)c1cccc(C(=O)Nc2nnc(C3=COCCO3)o2)c1,-18%,?,-7%,-13,-23,-3,-4%,-13%,-1%
Cc1cc(C)n(-c2nc(NCCO)c3c4c(sc3n2)CCCC4)n1,?,5%,-7%,-5,?,-8,24%,?,-9%
CCN(CC)CCNC(=O)COc1ccc(OC)cc1,?,1%&0%&-7%,7%&1%,9&21,-25&-22,-51&-15&-12,0%&-5%&0%,0%&0%,4%&5%
Cc1ccccc1-c1noc(CCC(=O)NCC2CCCO2)n1 (stereo not drawn),-1%,-6%,-3%,16,12,2,-11%,19%,15%
Cc1nnc2c3ccccc3c(-c3cccc4ccccc34)nn12,12µM*,-2%,13%,16,-14,-1,-13%,12%,8%
CCc1c(C)nc2cc(-c3ccccc3)[nH]n2c1=O,-5%,-6%,-10%,-9,-16,-9,-9%,-6%,1%
NS(=O)(=O)c1ccc(CCNC(=O)CCCNC(=O)c2ccc(Cl)cc2)cc1,8%,-8%,29%,15,-14,-3,7%,2%,18%
O=C(COc1cccnc1[N+](=O)[O-])Nc1cccc(Br)c1,24%,-9%,-1%,-2,-12,-5,18%,7%,-26%
CCN(C(=O)N1CCOCC1)c1ccccc1,?,1%,2%,23,-1,10,2%,1%,2%
CCC(C)C(=O)Nc1ccc(OC)cc1[N+](=O)[O-] (stereo not drawn),7%,-10%,11%,-14,3,-1,0%,-1%,0%
CCN(CC(=O)Nc1cc(Cl)ccc1C)C(=O)CSCc1ccc(C)cc1,?,?,?,-4,?,-48,9%,-3%,-20%
Cc1ccc(NC(=O)NCCCN2CCCC2=O)cc1Cl,8%,7%,3%,0,-7,-11,2%,6%,3%
Cn1nc(C(=O)NC2CCC(O)CC2)c2ccccc2c1=O (stereo not drawn),?,-14%,1%[9.24 µM],17,10,4,-6%,-1%,2%
CCCN(CCC)c1nc(N)c(C#N)c(CC#N)c1C#N,-8%,14%,-11%,25,0,7,28%,-3%,-13%
C[C@@H]1CN([C@@H](C)CO)C(=O)c2cc(C#CCN(C)C)cnc2O[C@H]1CN(C)Cc1ccc2c(c1)OCO2,0%,/,0%,-15,5,1,1%,0%,3%
CCOc1ccc2ccccc2c1/C=N/NC(=O)CNC(=O)C(c1ccccc1)c1ccccc1,-6%,2%,-19%,-6,-29,-4,-6%,0%,?
CCOC(=O)c1[nH]c(C)c(C(=O)NCCCOC(C)C)c1C,?,-3%,12%,8,-9,-2,-1%,-6%,0%
Cc1cc(OCC(=O)O)c2cccc(C)c2n1,10%,2%,14%,5,0,8,1%,4%,12%
O=C(CN(c1ccc(F)cc1)S(=O)(=O)c1ccccc1)NCc1ccco1,-20%,-6%,0%,-8,14,4,-13%,-9%,3%
CC1CC(C)CN(C(=O)COc2ccc(-c3nnco3)cc2)C1 (stereo not drawn),3%,-15%,11%,-16,0,1,-5%,9%,1%
CCN1CCC(NC(=O)Nc2ccc(F)cc2F)CC1,-10%,?,27%,-21,-6,-5,-1%,-1%,27%
CC(C)Cc1cc(C(=O)O)n[nH]1,22%,-3%,-2%,3,9,-8,0%,-5%,-11%
